Compound activity: PubChem, National Center for Advancing Translational Sciences (NCATS)
Anesthetic bind: binds horse apoferritin like a general anesthetic; P02791; apoferritin/1-aminoanthracene competitive binding, fluorescence; Potency, µM (top dose mostly 77.5 µM), for inactives: top-dose activity change, negative = displacement, actives largely listed as inhibitors; 350,000 tested, 0.074% active; AID 485281; further: potency means the concentration at half of the fitted maximal effect; on the % scale 0 is the no-effect control and ±100 the full control effect; nearly all actives have a fitted effect of over 20% in size
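Read-out: endpoint 1-AMA fluorescence, excitation 380 nm and emission 535 nm, after compounds sit 10 min at room temperature with 10 uM horse-spleen apoferritin in 50% saturated 1-AMA/PBS. Values come from four-parameter Hill fits.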
Pol eta inh: DNA polymerase eta (human) inhibition | Q9Y253 | 390,000 tested, 1.2% active | recombinant Pol eta, fluorescent DNA replication assay | Potency, µM (doses to about 114 µM), for inactives: at the highest dose activity change, negative = inhibition, most hits filed as inhibitors | AID 588591; further: potency means the concentration at half of the fitted maximal effect; on the % scale 0 is the no-effect control and ±100 the full control effect
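Pol eta at 10 nM preincubated with compounds 15 min at room temperature; reaction started with fluorescent substrate (50 nM final) and read kinetically at 0 and 10 min.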
LDHA block: LDHA (human) enzyme inhibition; AID 1347041; P00338; 480,000 tested, 0.15% active; purified LDHA, NADH/diaphorase-resazurin fluorescence; active compounds read low; activity change, % (values are at about 110 or 230 µM); in the data active means activity change below about -30%; inconclusive means mostly about -25% to -30%;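 further: plate controls were DMSO wells for no effect and wells without enzyme for full effect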
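Human LDH5 (2 nM) was incubated with 0.06 mM NADH and 0.2 mM pyruvate for 5 min at room temperature in Tris pH 7.4. Remaining NADH was coupled through diaphorase/resazurin, and resorufin fluorescence was read at 0 and 20 min.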
APEX1 inh: APE1 (human) endonuclease inhibition; P27695; recombinant APE1, TAMRA/BHQ-2 abasic DNA cleavage fluorescence; Potency, µM (doses to about 65.8 µM), without a hit: at the top dose activity change, negative = inhibition, usual class: inhibitors; 350,000 tested, 0.35% active; AID 2517;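 further: potency means the concentration at half of the fitted maximal effect; plate controls were vehicle for no effect and reference inhibitor for full effect; nearly all actives have a fitted effect of over 55% in size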
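Measures dequenching upon AP-site incision of a 5'-TAMRA/3'-BHQ-2 THF-containing duplex, 50 nM; human APE1 0.75 nM after 15 min room-temperature exposure to compound; kinetic three-point read at one-minute spacing.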
Pol kappa inh: blocks human DNA polymerase kappa activity; Q9UBT6; purified Pol kappa, fluorescent DNA synthesis assay, 10 min; Potency, µM (titrated, usually from 107 µM), for the others: at the top dose activity, negative = inhibition, most hits filed as inhibitors; 400,000 tested, 0.53% active; AID 588579; further: potency means the concentration at half of the fitted maximal effect; on the % scale 0 is the no-effect control and ±100 the full control effect
Target sequence (Q9UBT6 whole entry, looked up): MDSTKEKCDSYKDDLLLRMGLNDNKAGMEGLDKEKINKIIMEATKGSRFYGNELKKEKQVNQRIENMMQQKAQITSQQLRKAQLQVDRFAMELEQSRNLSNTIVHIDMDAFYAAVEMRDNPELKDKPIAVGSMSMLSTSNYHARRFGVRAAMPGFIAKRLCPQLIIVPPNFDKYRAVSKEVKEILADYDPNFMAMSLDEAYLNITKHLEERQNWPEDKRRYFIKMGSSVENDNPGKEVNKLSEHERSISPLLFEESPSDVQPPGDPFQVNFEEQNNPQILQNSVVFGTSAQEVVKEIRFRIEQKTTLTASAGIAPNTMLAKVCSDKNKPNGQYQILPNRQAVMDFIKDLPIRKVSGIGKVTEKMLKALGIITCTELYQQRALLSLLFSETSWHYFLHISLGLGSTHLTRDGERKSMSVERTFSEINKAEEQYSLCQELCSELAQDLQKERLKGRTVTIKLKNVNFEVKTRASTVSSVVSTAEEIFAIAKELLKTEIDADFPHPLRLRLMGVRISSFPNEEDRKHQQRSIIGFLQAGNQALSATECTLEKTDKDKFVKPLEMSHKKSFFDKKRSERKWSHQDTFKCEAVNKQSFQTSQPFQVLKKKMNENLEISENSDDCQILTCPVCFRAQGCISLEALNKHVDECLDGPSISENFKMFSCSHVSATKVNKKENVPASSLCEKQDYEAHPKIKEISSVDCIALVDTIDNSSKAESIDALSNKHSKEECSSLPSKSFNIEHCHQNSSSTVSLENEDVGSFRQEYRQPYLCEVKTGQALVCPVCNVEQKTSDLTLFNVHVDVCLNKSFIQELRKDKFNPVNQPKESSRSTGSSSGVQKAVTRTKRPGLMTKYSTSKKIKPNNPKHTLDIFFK
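Inhibition of 10 nM Pol kappa is measured by a fluorescent read-out at 0 and 10 min following addition of 50 nM substrate (final), with a 15-min room-temperature compound preincubation.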
Pol beta inh: inhibitors of human DNA polymerase beta | P06746 | Pol beta primer extension/strand displacement, fluorescence kinetic | Potency, µM (titrated, usually from 114 µM), for the others: at the highest dose activity change, negative = inhibition, actives largely listed as inhibitors | 340,000 tested, 1.3% active; further: potency means the concentration at half of the fitted maximal effect; on the % scale 0 is the no-effect control and ±100 the full control effect
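10 nM enzyme + cpd, 15 min RT; start with substrate 50 nM final; read 0 min and after 10 min RT. Corrected, normalized data; 4-parameter Hill curve fit.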
ALOX12 inh: ALOX12 (human) lipoxygenase inhibition. purified 12hLO, xylenol orange hydroperoxide absorbance. Potency, µM (top dose mostly 108 µM), inactives show at the top dose activity change, negative = inhibition, most hits filed as inhibitors. 580,000 tested, 1.1% active; further: potency means the concentration at half of the fitted maximal effect; on the % scale 0 is the no-effect control and ±100 the full control effect
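Purified human 12hLO at 150 nM in 25 mM Hepes, 0.01% Triton X-100, pH 7.0, preincubated 15 min at room temperature with compound. Reaction started with 40 uM arachidonic acid, 30 min at room temperature. Hydroperoxide measured by Fe-xylenol orange, 573/405 nm absorbance ratio.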
RGS4 inh: inhibitors of human regulator of G protein signaling 4; P49798; Transcreener GDP fluorescence polarization, RGS4-accelerated GTP hydrolysis; Potency, µM (titrated, usually from 114 µM), for inactives: at the highest dose activity change, negative = inhibition, hits mostly inhibitors; 390,000 tested, 0.039% active; further: potency means the concentration at half of the fitted maximal effect; on the % scale 0 is the no-effect control and ±100 the full control effect; nearly all actives have a fitted effect of over 75% in size; some results filed as inactive show a strong effect at the top dose
Target sequence (P49798 whole entry, looked up): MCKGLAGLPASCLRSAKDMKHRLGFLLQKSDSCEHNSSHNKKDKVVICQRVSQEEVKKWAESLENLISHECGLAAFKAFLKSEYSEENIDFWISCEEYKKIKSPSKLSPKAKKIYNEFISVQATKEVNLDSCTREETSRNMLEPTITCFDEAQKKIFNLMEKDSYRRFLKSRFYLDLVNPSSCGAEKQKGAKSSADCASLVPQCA
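MLSMR compounds (23 nl, pin-transferred) preincubated 10 min at room temperature with a 500nM (2x) first reagent, then RGS4 at 900nM (2x) plus Transcreener GDP mix added; fluorescence polarization (620/688 nm) read before and after 90 min at 30 °C.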
ERG-DNA inh: ERG Ets/DNA interaction inhibition. P11308. fluorescence polarization, His-ERG Ets domain / labelled DNA. Potency, µM (highest dose often 76.9 µM), for inactives: at the highest dose FP activity, negative = inhibition, actives largely listed as inhibitors. 370,000 tested, 0.028% active. AID 624246; active means well fitted inhibition curve with a large enough effect in the polarisation, with a control signal flat; inconclusive means small, poorly fitted or top-dose-only effect, or effect the other way, or a change in a side signal; inactive means no such curve, though single readings can be large or run the other way; the % refers to the polarisation;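 further: polarization taken with two DNA probes labelled with fluorescein and Texas red; potency means the concentration at half of the fitted maximal effect; % of control where 0% means no effect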
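His-tagged ERG Ets domain (1 uM in the protein solution; 300mM KCl, 50mM Tris-HCl, 1mM EDTA, 1mM DTT, pH 7.5) received compound, then a probe mix of 5 nM fluorescein-DNA and 100nM Texas-615-DNA. Fluorescence polarization was read for both dyes.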
Active calls of the source: *; ? = inconclusive; nt = not tested or not shown; & = joins results of further samples; [ ] = dose if it differs, or a comment. Unless noted, the call rests on the fitted dose curve; in most records, active means well fitted curve in the direction sought with a large enough effect; inconclusive means small, poorly fitted or top-dose-only effect, or another doubt; inactive means no such curve, though single readings can be large; an effect the other way counts as inactive or inconclusive. A portion of the library; count on the stated rates, not on these rows.

SMILES | Anesthetic bind | Pol eta inh | LDHA block | APEX1 inh | Pol kappa inh | Pol beta inh | ALOX12 inh | RGS4 inh | ERG-DNA inh
COc1ccc(N2CCN(C(c3cc(OC)ccc3OC)c3nnnn3Cc3ccco3)CC2)cc1 (centres undefined) | 3% | -6% | 2 | -5% | -5% | ? | 22µM* | ? | -3%
Cc1ccc(C(=O)N2CCSCC2)cc1 | -21% | -9% | -3 | 5% | -3% | 2% | 8% | -4% | 6%
CCOc1ccccc1NC(=O)CN1C(=O)CSC(C)C1=O (centres undefined) | -11% | -16% | -5 | -2% | -5% | -24% | -9% | 11% | 6%
CCCCn1c(CCC(=O)O)nc2cc(S(=O)(=O)N(C)C)ccc21 | -2% | -14% | -2 | 3% | -8% | 16% | -16% | -9% | 5%
O=C(Nc1ncc(Cc2cccc(Cl)c2Cl)s1)C1CCCO1 (centres undefined) | -10% | -20% | -4 | -4% | 1% | -26% | 13% | -26% | -2%
CCN(CC)S(=O)(=O)c1cc(C(=O)OC(C)C(=O)NCc2ccco2)ccc1C (centres undefined) | nt | -6% | -1 | 2% | 8% | nt | -22% | 0% | 1%
O=C(NCCc1ccc(Cl)cc1)c1nnc(Cc2ccc(Cl)cc2Cl)o1 | -10% | -13% | -14 | nt | 0% | -1% | 3% | 14% | -3%
CCc1ccc(N(CC(=O)Nc2ccccc2C(=O)N2CCCC2)S(C)(=O)=O)cc1 | -3% | -11% | -11 | -11% | -22% | 12% | -21% | 11% | 8%
Cc1ccc(CNC(=O)CCCn2c(=O)[nH]c3ccccc3c2=O)cc1 | -11% | 8% | -9 | 1% | 0% | 1% | ? | 13% | -13%
Cc1ccc(NC(=O)c2ccccc2OCC(=O)Nc2ccccc2F)cc1S(=O)(=O)N(C)C | nt | -7% | -3 | -2% | -17% | nt | 32%[activator] | -6% | 1%
Cc1cc(C)n2c(SCC(C)C)nnc2n1 | -17% | -13% | 0 | 6% | 7% | -16% | 13% | 9% | 0%
CCCN1CCc2c(sc3nc(SCC)n(-c4ccc(OC)cc4)c(=O)c23)C1 | 1% | 17% | -14 | 23% | -5% | -1% | nt | 16%[56.9 µM] | 4%
CCOC(=O)C1=C(c2ccccc2)O/C(=C(\C(=O)OC)C(F)(F)F)S1 | -7% | -17% | -8 | -3% | -3% | -7% | 0% | 12% | -3%
CC(C)(C)c1ccc(OCCC(=O)OCC(=O)NC2CCS(=O)(=O)C2)cc1 (centres undefined) | nt | -17% | 2 | 12% | -7% | nt | -2% | -36% | 3%
CCOc1cccc(NC(=O)C2CC(=O)N(CC)C(=Nc3ccc(F)cc3)S2)c1 (centres undefined) | -4% | -12% | 2 | nt | -8% | 2% | -14% | -7% | 10%
CCCCNC(=O)CSc1nc(CCC)nc2ccccc12 | -14% | -13% | -7 | 9% | -1% | 2% | 0% | -12% | 8%
CCC(C)[C@H](NC(=O)C1CCC(CNC(=O)[C@@H]2CCCN2C(=O)OC(C)(C)C)CC1)C(=O)O (some centres undefined) | 1% | 7% | -9 | 150µM* | 2% | 0.22µM* | 20% | 32%[56.9 µM] | 0%
Cc1cc([N+](=O)[O-])ccc1N1C(=O)c2ccc(C(=O)Nc3ccccc3C(=O)O)cc2C1=O | 14% | ? | -1 | 43% | 2% | 0% | 0% | -20% | 1%
O=C(CSc1nc2ccc(NC(=O)CSc3nnnn3Cc3ccccc3)cc2s1)Nc1ccccc1 | -2% | 0% | 1 | 17% | -7% | 17% | -7% | -23% | 11%
CCOc1cc(OCC)cc(C(=O)Nc2cccnc2)c1 | -7% | -18% | 0 | 3% | 0% | 10% | 9% | -4% | 8%
Cc1ccc(C)c(NC(=O)CN(C)C(=O)Cc2ccc(Cl)cc2Cl)c1 | -3% | 1% | -6 | 85% | -4% | 3% | ? | -1% | 3%
CCOC(=O)C1=C(COC(=O)c2cccs2)NC(=O)NC1C (centres undefined) | nt | -4% | -4 | -2% | -22% | nt | 2% | 13% | -3%
Cc1cc(=O)n2[nH]c(NC(=O)c3cccc(Cl)c3)nc2n1 | -1% | 10% | -9 | nt | -4% | 52% | ? | 15% | -3%
N/C(=N\OC(=O)c1cccc([N+](=O)[O-])c1)c1cccnc1 | 5% | -3% | -4 | -1% | -15% | 27% | -16% | 11% | 3%
COC(=O)CC1=NC(=O)CS1 | -10% | -3% | -8 | 18% | -5% | 18% | 8% | 12% | 6%
CC(C)(C)c1ccc(C(=O)NNc2ncnc3c2cnn3-c2ccccc2)cc1 | -9% | -7% | -19 | nt | -10%[60.1 µM] | 16% | ? | 22% | -7%
O=C(OCC(=O)c1c[nH]c2ccccc12)c1cc(S(=O)(=O)N2CCOCC2)ccc1F | nt | -22% | -2&8 | 8% | -1% | nt | 295%&-25%[activator] | -30% | nt
O=C(OCC(=O)N1CCN(C(=O)c2ccco2)CC1)c1cc(-c2cccc(Br)c2)nc2ccccc12 | ? | 0% | -6 | -5% | -5% | 1% | ? | -16% | 5%
Cc1cc(C(=O)Nc2ccon2)cs1 | -10% | -11% | 2 | -2% | 1% | 0% | 6% | 16% | 10%
O=C(COC(=O)c1ccc(F)cc1F)NCCNC(=O)COC(=O)c1ccc(F)cc1F | -3% | -18% | -3 | 9% | -15% | 11% | -17% | 13% | -2%
Cc1cc(C)cc(NC(=O)N2CCCCCCC2)c1 | ? | -12% | 1 | -4% | 0% | 10% | 6% | -7% | -1%
CC(=O)Nc1ccc(C(=O)Cn2nnc3ccccc3c2=O)cc1 | -21% | -4% | -3 | 7% | -19% | 24% | 25% | -14% | 1%
CCCCCNC(=O)c1cc(S(=O)(=O)N2CCCCC2)ccc1F | -9% | -14% | -12 | -9% | -5% | -12% | 13% | -10% | 2%
CCOc1ccc2c(c1)N(C(=O)CN1C(=O)CCC1=O)C(C)(C)C=C2C | -11% | -5% | -3 | -9% | -11% | 12% | -15% | -12% | 0%
O=C(Nc1ccc(S(=O)(=O)N2CCCCC2)cc1)c1ccc(CN2CCc3ccccc3C2)cc1 | ? | -8% | -3 | -7% | -23% | 25% | 19% | -14% | 3%
C/C(=N\N=C(c1ccccc1)c1ccccc1)c1cccs1 | -21% | -10% | -2 | -1% | -2% | 24% | 13% | -3% | nt
Cc1cccc(OCC(=O)NC2CCCCCC2)c1C | -8% | 2% | 2 | -2% | -9% | 5% | 5% | 40% | 19%
N#Cc1cc(-c2ccccc2)nc(N2CCNCC2)n1 | -5% | 1% | -20 | 2% | -2% | -28% | 397%[activator] | -6% | 4%
COC(=O)c1c(NS(=O)(=O)c2ccc(C)cc2)sc2c1CCC(C)C2 (centres undefined) | -5% | -14% | 1 | -6% | -14% | 15% | 4% | -21% | -10%
Cc1ccc(C)c(NC2=NS(=O)(=O)c3ccccc32)c1 | -6% | 2% | 1&-7 | -2% | -3% | 9% | -8% | 25% | nt
Cc1ccc(C(=O)NCCCNC(=O)c2ccco2)cc1 | 15% | -20% | -8 | 30% | 6% | -16% | -25% | 13% | 3%
Cc1cccc(NC(=O)C2CCN(S(=O)(=O)c3ccc(F)cc3)CC2)c1C | -5% | -15% | -7 | nt | -22% | -1% | -25% | -38% | 6%
O=C(COC(=O)c1cccs1)NCCc1ccc(F)cc1 | nt | -11% | -8 | 22% | 10% | nt | 3% | 1% | -4%
CCCCOCCCNC(=O)COc1ccccc1 | 0% | 4% | 1 | -2% | -7% | 8% | 1% | 17% | nt
CCOC(=O)CN1CC23C=CC(O2)C(C(=O)O)C3C1=O (centres undefined) | -4% | -11% | -3 | -2% | 13% | -6% | 380%[activator] | 8% | 4%
CC(=O)c1ccc(NC(=S)NCC(c2ccco2)N2CCCC2)cc1 (centres undefined) | -13% | -4% | -4 | -1% | 3% | -13% | 3% | 0% | 10%
Cc1ccc(NC(=O)c2sc(C)nc2C)c(C)c1 | 11% | -5% | 4 | -15% | 2% | 82% | -3% | -18% | -19%
Cc1c(O)nc(SC2CC(=O)N(c3ccccc3)C2=O)[nH]c1=O (centres undefined) | ? | -3% | -6 | -2% | -15% | -1% | ? | 25% | -8%
CCCCN(CCCC)CCNC(=O)c1cn(CC)c2ccc(S(=O)(=O)N(C)C3CCCCC3)cc2c1=O | ? | 0%&-27% | -1&6 | -9% | 9%&-1% | ? | 3%&-24% | 1%&-9% | -4%&1%
CSc1ccc(CN2CCSCC2)cc1 | ? | -18% | -14 | 26% | 3% | -1% | ? | -26% | -10%
CCN(Cc1ccccc1)C(=O)c1cc2c(OC)c(OC)c(OC)cc2[nH]1 | 6% | -9% | 2 | 3% | -4% | 1% | ? | -4% | 24%
Cc1ccccc1OCC(=O)NCC1CCCO1 (centres undefined) | 5% | -8% | 0 | 3% | -5% | 4% | 152%[activator][57.4 µM] | 2% | 3%
COc1ccc(CCNC(=O)c2cc3c(=O)n4ccccc4nc3n(CC3CCCO3)c2=N)cc1OC (centres undefined) | ? | -14% | -2 | 28% | 7% | ? | -2% | -18% | -1%
